Screens as filed in PubChem.
NS5 inhibitors – Dengue-2 NS5 methyltransferase inhibitors, primary screen, biochemical, confirmation dose response (AID 588689); Dengue-2 NS5 methyltransferase capping enzyme assay, biochemical; higher % means a stronger effect; inhibition, % at 25 µM; hits with a dose series show IC50 in µM; hit rate 0.3% among 340,000; in the data active means a potency from the dose series
* hit, by the source's call.

SMILES	NS5 inhibitors
CCCCCCn1c(=O)n2n(c1=O)[C@@H]1CN(S(=O)(=O)c3ccc(C)cc3)C[C@]1(O)[C@@H](OC(=O)NCc1ccccc1)C2	-6%
O=C(COC(=O)c1cccc(S(=O)(=O)N2CCCC2)c1)Nc1ccc(Cl)cc1	5%
O=C(c1ccc([N+](=O)[O-])cc1Cl)N1CCN(Cc2ccccc2)CC1	1%
Cc1ccc(S(=O)(=O)N2C[C@H]3N(C(=O)OC(C)C)N(C(=O)OC(C)C)C[C@H](OC(=O)NCc4ccco4)[C@@]3(O)C2)cc1	-2%
Cc1ccc2c(C)c(C(=O)NCC3CCOCC3)oc2c1C	8%
COc1cccc(S(=O)(=O)N(C)C[C@H]2OCc3cnnn3CCCC(=O)N([C@@H](C)CO)C[C@@H]2C)c1	-4%
CN[C@H]1C[C@H]2c3cc(N4CCN(C)CC4)ccc3CCN2C(=O)[C@H]1[C@H](C)O	3%
COc1ncnc2c1ncn2CCCNC1CCN(Cc2ccccc2)CC1	-12%
CCOc1ccccc1NC(=O)COC(=O)COc1cccc2c1OC(C)(C)C2	4%
c1ccc(Cn2ccnc2C2OCCO2)cc1	-1%

Among those listed so far, these contain a halogen:
SMILES	NS5 inhibitors
O=C(COC(=O)c1cccc(S(=O)(=O)N2CCCC2)c1)Nc1ccc(Cl)cc1	5%
O=C(c1ccc([N+](=O)[O-])cc1Cl)N1CCN(Cc2ccccc2)CC1	1%

The listing continues.
SMILES	NS5 inhibitors
Cc1ccc(C(=O)N(Cc2nnc(-c3ccccc3Cl)o2)C2CC2)o1	-4%
Cc1ccc(S(=O)(=O)NN=Cc2ccco2)cc1	-1%
NS(=O)(=O)c1ccc(S(=O)(=O)N2CCCC(c3ccccc3)C2)cc1 (configuration not stated)	2%
CSc1ccc(/C=C/C(=O)OCC(=O)NC2CCCC2)cc1	2%
CN1CCN(CCNC(=O)c2ccc(CS(=O)c3ccc(Br)cc3)o2)CC1 (configuration not stated)	3%
CCCCN1C(=O)C(CC(=O)NCc2ccco2)CC(C(=O)N2CCOCC2)=C1C (configuration not stated)	-3%
Cc1cc(C)n2nc(-c3ccc(F)cc3)cc2n1	3%
C[C@H]1CN([C@@H](C)CO)C(=O)c2cc(-c3cccc(F)c3)cnc2O[C@H]1CN(C)C(=O)c1cnccn1	3%
C#CCN(C[C@H]1[C@H](OC(=O)Nc2c(C)noc2C)[C@H](OC(=O)Nc2c(C)noc2C)C[C@H]2C(=O)N(c3ccccc3)C(=O)[C@@H]12)S(=O)(=O)c1ccc(C)cc1	3%
COc1ccc(NC(=O)c2cc(=O)[nH]c3ccccc23)cc1S(=O)(=O)N1CCOCC1	1%
O=C(O)C1C2CCC1C(O)C2 (configuration not stated)	-1%
CC(C)(C)c1ccc(C(=O)OCC(=O)Nc2cccc(S(=O)(=O)NC3=NCCC3)c2)cc1	-2%
C[C@H]1CN(c2ccc(Br)cc2)C(=O)[C@@H]1CC(=O)Nc1ccc(Br)cc1	-4%
Cc1cn([C@H]2C[C@H](O)[C@@H](CNCc3cccc(OC4CCCC4)c3)O2)c(=O)[nH]c1=O	-9%
CCN(CC)S(=O)(=O)c1ccc(C(=O)NCC(=O)NCc2ccc3c(c2)OCO3)cc1	-3%
O=C(C1CCCCC1)N1C[C@H](n2cc(-c3ccc(F)cc3)nn2)[C@@H](O)C[C@@H]1c1ccccc1	-2%
CCCCN1C(=O)C(CC(=O)NCCc2ccccn2)CC(C(=O)N2CCOCC2)=C1C (configuration not stated)	-1%
CCN(CC(=O)Nc1ccc(OC)cc1)CC(=O)Nc1cccc(S(=O)(=O)N2CCOCC2)c1	0%
Cc1ccc(S(=O)(=O)N(C)C[C@@H]2OCc3cnnn3CCCC(=O)N([C@H](C)CO)C[C@H]2C)cc1	-3%
COc1ccc(NC(=O)C[C@H]2C(=O)N(C3CCCCC3)C[C@@H]2CSC)cc1	4%
CC(=O)N1CCc2cc(S(=O)(=O)C(C)CC(=O)NCc3ccco3)ccc21 (configuration not stated)	-2%
CCN1CCN(S(=O)(=O)c2ccc(Cl)c(C(=O)N(C)C3CCCCC3)c2)CC1	-4%
C[C@H](CO)N1C[C@H](C)[C@H](CN(C)C(=O)Nc2cccc(C(F)(F)F)c2)OCc2cnnn2CCCC1=O	-4%
C[C@H]1CN([C@@H](C)CO)C(=O)CCCn2cc(nn2)CO[C@@H]1CN(C)C(=O)Nc1ccnc(N2CCOCC2)c1	-9%
CCN1CCCC1CNC(=O)c1ccc2c(c1)NC(=O)/C(=C\c1ccccc1F)S2 (configuration not stated)	-4%
COc1ccc2ccc(OC)c(/C=N/NC(=O)c3cc4ccccc4o3)c2c1	-2%
CCN(CC)C(=O)C1=C(C)N(Cc2ccc(C(C)(C)C)cc2)C(=O)C(CC(=O)NC2CCCCC2)C1 (configuration not stated)	3%
Cc1ccc([C@H]2N[C@]3(CCCN(Cc4ccccc4)C3=O)[C@H]3C(=O)N(Cc4ccccc4)C(=O)[C@@H]23)cc1	-10%
COc1cccc(S(=O)(=O)N(C)C[C@@H]2Oc3cc(Br)ccc3S(=O)(=O)N([C@@H](C)CO)C[C@@H]2C)c1	-9%
CC1=C(C(=O)N2CCOCC2)CC(CC(=O)NC(c2ccccc2)c2ccccc2)C(=O)N1CCCN1CCCC1=O (configuration not stated)	-4%
O=C(OCc1cn([C@H]2C[C@H](c3ccccc3)N(C(=O)c3cccs3)C[C@@H]2O)nn1)c1ccccc1	-6%
COc1cccc(C#CC2=CC(=O)CC(C)(C)C2)c1	-10%
CC(C)(C)c1ccc(C(=O)C2CC2)cc1	-2%
CCOc1cc(N2CCOCC2)c(OCC)cc1NS(=O)(=O)c1ccc2c(c1)CC(=O)N2	1%
C#CCN(C[C@@H]1[C@@H](OC(=O)NCc2ccccc2)[C@@H](OC(=O)NCc2ccccc2)CN(C(=O)OC(C)C)N1C(=O)OC(C)C)S(=O)(=O)c1ccc(C)cc1	-9%
Cc1cc(=O)n(Cc2ccco2)c(=S)[nH]1	1%
CCOC(=O)c1ccc(S(=O)(=O)N2CCC(N3CCCCCC3)CC2)cc1	-5%
CCOC(=O)Nc1cc(OC)cc2ccc(C)nc12	-5%
CC(C)(C)c1cc(CNC(=O)C2CCC(=O)N(Cc3ccccc3F)C2)[nH]n1 (configuration not stated)	8%
C[C@H](CO)N1C[C@H](C)[C@H](CN(C)C(=O)Cc2cccnc2)Oc2ncc(Br)cc2C1=O	-3%
COc1ccccc1NS(=O)(=O)c1cc(N/C(=N/S(=O)(=O)c2ccccc2)c2ccc(F)cc2)ccc1Cl	-6%
Nc1ccn([C@@H]2O[C@H](CNS(=O)(=O)c3cc4ccccc4s3)[C@@H](O)[C@H]2O)c(=O)n1	-8%
CC(=O)N1C[C@H]2CON(C)[C@H]2C[C@H]1c1cccc(-c2ccc(C#N)cc2)c1	8%
C[C@@H]1CN([C@H](C)CO)C(=O)CCCn2nncc2CO[C@H]1CN(C)Cc1ccccc1C(F)(F)F	6%
CC1(C)CC(=O)C=C(c2ccc(-c3ccc4[nH]ccc4c3)cc2)C1=O	-1%
COc1ccc(S(=O)(=O)N2C[C@H]3CON(C)[C@H]3C[C@H]2c2ccc(-c3cc4ccccc4o3)cc2)cc1	-6%
S=C1SCN(Cc2ccccc2)CN1Cc1ccco1	5%
C[C@@H]1CN([C@@H](C)CO)C(=O)CCCn2nncc2CO[C@@H]1CN(C)C(=O)Nc1ccc(N2CCCCC2)cc1	-9%
O=C(NC1CC1)c1cccc2c1C(=O)c1ccc(N3CCC(N4CCCCC4)CC3)cc1S2(=O)=O	19%
Cc1ccc(S(=O)(=O)N2CCCC(C(=O)NCCc3ccc(Cl)cc3)C2)cc1 (configuration not stated)	2%

(cont.)
SMILES	NS5 inhibitors
COc1ccc(OC)c(NS(=O)(=O)c2ccc(-n3cccn3)cc2)c1	-3%
Cc1ccccc1NC(=O)CN1CCCC1	8%
COCOCCn1cc(CN2CCS(=O)(=O)N(Cc3ccc(-c4ccc(C)cc4)cc3)C(C)C2=O)nn1 (configuration not stated)	-8%
O=C(COC(=O)Cc1c[nH]c2ccccc12)Nc1cccc(Br)c1	1%
NC(c1ccncc1)c1ccc(Cl)cc1 (configuration not stated)	7%
C[C@@H]1CN([C@@H](C)CO)C(=O)CCCn2nncc2CO[C@H]1CN(C)Cc1cccnc1	2%
COc1ccc(S(=O)(=O)N(C)C[C@@H]2Oc3cc(C#CC4CCCCC4)ccc3S(=O)(=O)N([C@@H](C)CO)C[C@@H]2C)cc1	-9%
COc1ccccc1-c1ccc2c(c1)O[C@@H](CN(C)C(=O)Nc1cccc(F)c1)[C@H](C)CN([C@H](C)CO)S2(=O)=O	-6%
C[C@@H]1CN([C@H](C)CO)C(=O)CCCn2cc(nn2)CO[C@H]1CN(C)S(=O)(=O)c1cccc(F)c1	-9%
N#Cc1cc2cc3c(cc2nc1Cl)OCCO3	1%
CC1(c2cccc(N)c2)OCCO1	-6%
Nc1ccn([C@@H]2O[C@H](CNCC3=CCOc4ccc(O)cc43)[C@@H](O)[C@H]2O)c(=O)n1	3%
COCCNC(=O)c1ccc(N2CC3CC(C2)c2cccc(=O)n2C3)c(NC(=O)c2ccccc2Cl)c1 (configuration not stated)	-2%
N#CCCN(C(=O)Nc1ccc(Cl)c(Cl)c1)C1CCCCC1	-3%
COCCCC1CCN(C(=O)C2CCC(=O)N(CCCc3ccccc3)C2)CC1 (configuration not stated)	-5%
CCCCCCn1c(=O)n2n(c1=O)C[C@]1(OC(=O)NC3CC3)CN(S(=O)(=O)c3ccc(C)cc3)C[C@]1(O)C2	-9%
CCOc1ccc(NC(=O)CN(C)C(=O)CCc2nc3ccccc3c(=O)[nH]2)cc1OCC	-6%
CN1OC[C@@H]2CN[C@H](c3ccc(-c4cccc(F)c4)cc3)C[C@@H]21	-4%
CCCCN1C(=O)C(CC(=O)NCc2ccco2)CC(C(=O)N(CC)CC)=C1C (configuration not stated)	5%
CC1=C(C(=O)N2CCOCC2)CC(CC(=O)NCc2ccco2)C(=O)N1Cc1ccc(F)cc1 (configuration not stated)	4%
Cc1cccc(C(=O)Nc2ccc(NC(=O)c3cccc(C)c3)cc2)c1	-5%
O=C(CSc1nccn1Cc1ccc(F)cc1)NC1CCCCC1	2%
CCCCN1C[C@H](c2ccc(OC)cc2)[C@@H](CC(=O)Nc2ccc(Br)cc2)C1=O	0%
C[C@@H]1CCCCO[C@@H](CN(C)S(C)(=O)=O)[C@@H](C)CN([C@H](C)CO)C(=O)c2cc(N(C)C)ccc2O1	1%
Cc1nc(N)sc1-c1csc(Nc2cc(N(C)C)ccc2Cl)n1	21%
Cc1cccc(NS(=O)(=O)c2ccc(S(=O)(=O)N3CCCC3)cc2)c1	-5%
O=c1[nH]nc(Sc2ccccc2)c(=S)[nH]1	5%
O=c1[nH]c2cccc(Cl)c2c2ccccc12	0%
C[C@@H]1CN([C@@H](C)CO)S(=O)(=O)c2ccc(C#Cc3cccc(F)c3)cc2O[C@H]1CN(C)S(=O)(=O)c1cn(C)cn1	-5%
C[C@H](O)[C@@H]1CN2CCc3c([nH]c4ccccc34)[C@@H]2C[C@@H]1N(C)C(=O)Nc1cc(Cl)cc(Cl)c1	1%
CC(Oc1ccc(Cl)cc1)C(=O)Nc1cccc(S(=O)(=O)N2CCCC2)c1 (configuration not stated)	4%
Cc1ccc(OCCC(=O)OCC(=O)NC2CCCCC2)cc1	-3%
C[C@H](CO)N1C[C@H](C)[C@H](CN(C)S(=O)(=O)c2cccc(C#N)c2)OCc2cnnn2CCCC1=O	-3%
COc1cccc(-c2ccc3c(c2)C2CC3CCN2C(=O)c2ccc(-c3ccccc3)cc2)c1 (configuration not stated)	-4%
COc1ncnc2c1ncn2CCCN(CCCc1ccccc1)CCCn1cnc2c(OC)ncnc21	1%
Cc1noc(C)c1NC(=O)N(C)C[C@H]1OCc2cnnn2CCCC(=O)N([C@H](C)CO)C[C@@H]1C	-6%
C(=Cc1nc2ccccc2o1)c1ccc2c(c1)OCO2	1%
CC(C)CC1C(=O)N(Cc2cn(Cc3ccco3)nn2)CCS(=O)(=O)N1Cc1ccc(-c2ccc(F)cc2)cc1 (configuration not stated)	9%
CCn1c(SCC(=O)NC2CCCC2)nc2c(c1=O)SCC2	3%
CC(C)N1CCN(c2ccncc2S(=O)(=O)N2CCN(C)CC2)CC1	2%
CCCc1c(C(=O)N/N=C/C=C/c2ccccc2)nnn1-c1nonc1N	-3%
COc1ccccc1N1CCN(S(=O)(=O)CCNC(=O)COc2ccccc2)CC1	4%
C[C@@H]1CN([C@H](C)CO)C(=O)c2cc(C#CC(C)(C)O)cnc2O[C@@H]1CN(C)C(=O)C1CC1	-6%
CCC1(CC)NC(=O)N(CC(=O)OC(C)C(=O)Nc2ccc(S(N)(=O)=O)cc2)C1=O (configuration not stated)	3%
C[C@H]1CN([C@@H](C)CO)C(=O)CCCn2cc(nn2)CO[C@@H]1CN(C)S(=O)(=O)c1ccc(Oc2ccccc2)nc1	-8%
COc1ccc(CSC(=S)NNc2ccccc2)cc1	-16%
O=C(c1ccc(CS(=O)Cc2cccc(Cl)c2)o1)N1CCN(c2ccc(F)cc2)CC1 (configuration not stated)	-1%
O=C(CCl)N1c2ccccc2Sc2ccc3ccccc3c21	1%
CC1(C)CC(Cc2ccc(Cl)nc2)N(C(=O)OC(C)(C)C)C1 (configuration not stated)	3%

Arranged by length of the SMILES (smallest number first): some entries from above.
SMILES	NS5 inhibitors
NC(c1ccncc1)c1ccc(Cl)cc1 (configuration not stated)	7%
COc1ccc(CSC(=S)NNc2ccccc2)cc1	-16%
N#CCCN(C(=O)Nc1ccc(Cl)c(Cl)c1)C1CCCCC1	-3%
COc1ccccc1N1CCN(S(=O)(=O)CCNC(=O)COc2ccccc2)CC1	4%
CC(C)(C)c1cc(CNC(=O)C2CCC(=O)N(Cc3ccccc3F)C2)[nH]n1 (configuration not stated)	8%
COc1cccc(-c2ccc3c(c2)C2CC3CCN2C(=O)c2ccc(-c3ccccc3)cc2)c1 (configuration not stated)	-4%
COc1ccc(S(=O)(=O)N(C)C[C@@H]2Oc3cc(C#CC4CCCCC4)ccc3S(=O)(=O)N([C@@H](C)CO)C[C@@H]2C)cc1	-9%

An excerpt (hit frequency here may not be typical).
